Source: PubChem
TbPYK inhibitor = qHTS of Trypanosoma Brucei Inhibitors; TbPYK enzyme, Kinase-Glo Plus ATP luminescence, 45 min; Potency, µM (top dose mostly 76.8 µM), for inactives: at the top dose activity, negative = inhibition, actives largely listed as inhibitors; 410,000 tested, 0.12% active; pyruvate kinase (Trypanosoma brucei), Q57TT1; active means well fitted inhibition curve with a large enough effect; inconclusive means small, poorly fitted or top-dose-only effect; further: nearly all actives have a fitted effect of over 50% in size
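TbPYK + substrate in 50 mM TEA pH 7.2, 100 mM KCl, 10 mM MgCl2, 0.05% BSA, 0.01% Tween-20; cpd pinned; ADP 130 uM final; 45 min RT; Kinase-Glo Plus 10 min; luminescence endpoint.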
The depositor's hits bear a star; ? = inconclusive; [ ] = another dose, or the depositor's remark. On the % scale 0 is the no-effect control and ±100 the full control effect; potency means the concentration at half of the fitted maximal effect. This is a subset; rates above refer to the full screens.

SMILES | TbPYK inhibitor
NC(=O)c1ccccc1NC(=O)CN1c2ccccc2S(=O)(=O)c2ccccc21 | -3%
C/C1=C2N=C(/C=C3N=C(/C(C)=C4\[N-][C@@H]([C@H](CC(N)=O)[C@]4(C)CCC(=O)NC[C@@H](C)OP(=O)([O-])O[C@@H]4[C@@H](O)[C@H](n5cnc6cc(C)c(C)cc65)O[C@@H]4CO)[C@@]4(C)N=C1[C@H](CCC(N)=O)[C@@]4(C)CC(N)=O)[C@H](CCC(N)=O)C\3(C)C)[C@@H](CCC(N)=O)[C@@]/2(C)CC(N)=O.[CH3-].[Co+3] | ?
COc1ccc2nc3sc(C(=O)NCCc4ccc(Cl)cc4)cc3cc2c1 | 2%
CCc1ccc(CNC(=O)c2c(C)oc3ncnc(N4CCOCC4)c23)cc1 | 0%
O=C(Nc1ccccc1)N1CC2(CCN(C(=O)c3cccc(F)c3)CC2)C1 | 7%
O=C(Nc1cccc(F)c1)N1CC[C@@]2(CCCN(C(=O)c3cc(C(F)(F)F)cc(C(F)(F)F)c3)C2)C1 | 5%
Cc1ccc(CCNC(=O)c2c(C)oc3ncn(CC(C)C)c(=O)c23)cc1 | 0%
Cc1cc(C)c2c(=O)c3c(oc2c1)C(=O)N(Cc1ccc(F)cc1)C3c1cccc(O)c1 (stereo not given) | -12%
Cc1ccc(S(=O)(=O)c2[nH]c(-c3ccccc3)nc2SCCC(=O)O)cc1 | -22%
Cc1ccc(-n2nnnc2CNC(=O)c2cc(C(F)(F)F)cc(C(F)(F)F)c2)cc1C | 2%
COc1ccc(-c2cc(C(F)(F)F)n3nc(C(=O)Nc4cc(Cl)cc(Cl)c4)cc3n2)cc1 | 3%
COC(=O)c1c(-c2cccs2)csc1NC(=O)c1ccc(C(C)(C)C)cc1 | -11%
CCOc1ccccc1NC(=O)c1c(C)cc(C)nc1SCC(=O)c1cccc(OC)c1 | -7%
COc1cc(OC)c(NC(=O)Cn2cnc3sc(C)c(S(=O)(=O)N4CCN(C)CC4)c3c2=O)cc1Cl | 2%
CCC(=O)C1=C(c2ccc(OC)c(OC)c2)N(C(=O)CC)n2c(nnc2-c2ccc(C)cc2)S1 | -5%
COc1ccccc1CN1CCC(CNC(=O)c2cnn(-c3ccc(Cl)cc3)c2C2CCN(C(=O)OC(C)(C)C)CC2)CC1 | 0%
CCc1ccc(OCC(=O)N(Cc2ccco2)Cc2ccccc2Cl)cc1 | -9%
CC(=O)N1CCCC1c1nc2ccccc2n1Cc1c(F)cccc1Cl (stereo not given) | -3%
CC(=O)c1cccc(NC(=O)c2cc(C)nc3c2c(C)nn3-c2cccc(Cl)c2C)c1 | -7%
Cc1ccc2nc(-c3cc(NC(=O)c4ccc5c(c4)OCCO5)ccc3Cl)oc2c1 | -9%
COc1ccc(NC(=O)N2CC3(CCN(S(=O)(=O)c4ccccc4)CC3)C2)cc1 | 7%
Cc1ccc(NC(=O)C2CCN(c3nn4c(=O)cc(C)nc4s3)CC2)cc1 | 0%
Cc1ccc(NC(=O)N(Cc2ccc3c(c2)OCO3)C2CCN(Cc3ccccc3)CC2)cc1Cl | 2%
COc1ccc(-c2nc(CCNC(=O)c3cccs3)cs2)cc1OC | 0%
Cc1ccc2c(c1)Cc1c(nc(-c3ccc(F)cc3)nc1SCC(=O)N1CCCCC1)O2 | 4%
Cc1cccc(C)c1Nc1c(-c2ccsc2)nc2cccc(C)n12 | 3%
CCC(=O)N1CCc2cc(Br)cc(S(=O)(=O)N3CCN(c4ccc(C(C)=O)cc4)CC3)c21 | 0%
CC(=O)Nc1nonc1-c1nnc(SCC(=O)Nc2ccccc2Cl)n1C | 3%
Cc1ccc(-c2nnc(Nc3ccc(O)cc3)c3ccccc23)cc1S(=O)(=O)N1CCCCC1 | 2%
Cc1ccc(NC(=O)C(=O)NCC(c2ccc3c(c2)OCO3)N2CCOCC2)c(C)c1 (stereo not given) | 6%
CCCN1C(C(=O)c2ccccc2)=C(OC(=O)COc2ccccc2)c2ccccc2S1(=O)=O | -2%
CCOc1ccc(-c2nnc(SCC(=O)Nc3cc(C)ccc3OC)o2)cc1 | -5%
COc1ccc(-c2cc(C(F)(F)F)nc(SCCC(=O)Nc3ccc(O)cc3)n2)cc1 | 0%
CCOC(=O)c1ccc(CN(Cc2ccc(F)cc2)S(=O)(=O)c2ccc(F)c(C(=O)Nc3c(C)cccc3C)c2)cc1 | -2%
O=c1cnc2cnc(Oc3ccccc3)nc2n1C[C@H]1CCCO1 | 4%
CCOC(=O)Cn1c(=O)n(C2CCCCC2)c2nc(-c3ccc(C(C)C)cc3)nc(C(N)=O)c21 | -2%
COc1ccccc1NC(=O)c1cc2c(C)nn(-c3ccccc3)c2s1 | 0%
COc1ccc(OC)c(NC(=O)c2cc(CN3CCCC3)on2)c1 | 4%
COC(=O)c1ccc(OCC2c3cc(OC)c(OC)cc3CCN2C(=O)Cc2ccc(OC)cc2)cc1 (stereo not given) | 1%
Clc1ccc(-c2nc3c4cnn(-c5ccccc5Br)c4ncn3n2)c(Cl)c1 | -8%
O=C(c1ccc2c(c1)N(Cc1cccc(F)c1)C(=O)c1ccccc1S2)N1CCOCC1 | -3%
CCCCn1c(=NC(=O)c2cc3ccccc3o2)c(C(=O)OCC)cc2c(=O)n3ccccc3nc21 | -10%
CCc1ccc(NC(=O)CC(c2cc(OC)c(OC)c(OC)c2)N2Cc3ccccc3C2=O)cc1 (stereo not given) | 0%
CN(C(=O)CSc1cn(CC(=O)N2CCCCC2)c2ccccc12)c1ccccc1 | -10%
Cc1cc(C)n2nc(CNC(=O)c3ccccc3Cl)nc2n1 | 3%
COc1ccc(-c2cn3cccnc3n2)cc1NC(=O)Nc1ccc(Cl)cc1 | 1%
CCC(C(=O)Nc1ccc(C)c(C)c1)n1c(=O)c(C(F)(F)F)nc2ccccc21 (stereo not given) | 2%
COc1ccc(OCC(=O)NCC(c2ccc(OC)cc2)N2CCOCC2)cc1 (stereo not given) | 3%
Nc1c(C(=O)Nc2cccc(C(F)(F)F)c2)c2ccccn2c1C(=O)c1ccccc1 | -1%
CCn1ccc2cc(S(=O)(=O)N3CCCN(C(=O)Nc4ccc(C)cc4Cl)CC3)ccc21 | -8%

Further entries:
SMILES | TbPYK inhibitor
Cc1cccc(C)c1OCCCCn1c(C2CC(=O)N(c3ccc(F)cc3)C2)nc2ccccc21 (stereo not given) | 8%
N#CCCn1nc(Cc2cccc3ccccc23)c(C#N)c1N | 4%
CCS(=O)(=O)N1CCCc2cc(C(=O)Nc3cc([N+](=O)[O-])ccc3C)ccc21 | 1%
O=C(NCc1ccccc1F)C(=O)NCC(c1ccc2c(c1)OCO2)N1CCOCC1 (stereo not given) | 2%
Cc1ccc2nc(-c3ccc(NC(=O)COc4ccccc4)cc3)sc2c1 | 0%
CCC(=O)N1CCc2cc(Br)cc(S(=O)(=O)CCC(=O)NCCc3cccc(C)c3)c21 | -15%
CC(C)c1ccc(NC(=O)CCNS(=O)(=O)c2ccc3c(c2)oc(=O)n3C)cc1 | 0%
Cc1cccc(-n2c(-c3ccccc3)cn3c4c(=O)[nH]c(=O)n(C)c4nc23)c1 | 0%
CCOC(=O)CNC(c1ccccc1)c1cc(Br)ccc1NC(=O)c1cccc(Cl)c1 (stereo not given) | -6%
COc1ccc(CCNC(=O)CCCn2c(=O)c3ccccc3n(Cc3ccccc3C)c2=O)cc1OC | -5%

The closing two records of the part before lead into the next.
SMILES | TbPYK inhibitor
CCOC(=O)CNC(c1ccccc1)c1cc(Br)ccc1NC(=O)c1cccc(Cl)c1 (stereo not given) | -6%
COc1ccc(CCNC(=O)CCCn2c(=O)c3ccccc3n(Cc3ccccc3C)c2=O)cc1OC | -5%
O=C(Cc1ccc(NC(=O)N2CCSc3ncccc32)cc1)NCc1ccccc1Cl | 2%
Cc1c(C(=O)OC2CCCC2)[nH]c2c1C(=O)CC(c1ccc(C(C)(C)C)cc1)C2 (stereo not given) | 0%
Cn1c(=O)oc2cc(S(=O)(=O)N3CCCC(C(=O)N4CCN(c5ccc(Cl)cc5)CC4)C3)ccc21 (stereo not given) | 7%
COc1ccccc1C(=O)NC1(C(F)(F)F)C(=O)Nc2c1c(=O)[nH]c(=O)n2CCc1ccccc1 (stereo not given) | 0%
COc1ccccc1/C=C/C(=O)Nc1nc2n(n1)C(c1ccc(F)cc1)C=C(c1ccccc1)N2 (stereo not given) | -7%
CC1CCN(S(=O)(=O)c2cc(C(=O)NCCc3ccccc3)n(C)c2)CC1 | 4%
CCC12CN3CC(CC)(CN(C1)C3c1c(C)[nH]c(=O)[nH]c1=O)C2=O (stereo not given) | 3%
Cc1ccc(NC(=O)C(=O)NCC(c2cccnc2)N2CCN(Cc3ccccc3)CC2)cc1Cl (stereo not given) | -5%
CCN1C(C(=O)c2ccccc2)=C(OC(=O)COc2ccccc2)c2ccccc2S1(=O)=O | 0%
COc1ccc(NC(=O)c2c(NCc3cccs3)sc3c2CCCCC3)c(OC)c1 | ?
Cc1ccc(Cl)cc1NC(=O)CN1C(=O)c2cccc3cccc1c23 | -4%
COC(=O)N1CCC[C@@]2(CCN(C(=O)Nc3cccc(C#N)c3)C2)C1 | 6%
COc1ccccc1CNC(=O)c1ccc(-n2c(C)cc3c2CCCC3)cc1 | 5%
COc1ccc(Nc2c(-c3ccc(C)o3)nc3cc(C)ccn23)cc1 | -19%
CCOC(=O)c1c(NC(C)=O)c2c3c(sc2n1Cc1c(C)cc(C)cc1C)CCCC3 | -4%
CCOC(=O)c1c(C)oc2nc(C)nc(N3CCN(c4ccc(OC)cc4)CC3)c12 | -5%
CC(C)CCNC(=O)CSc1c2c(nc3ccc(Cl)cc13)CCCC2 | -6%
Cc1ccc(C)c(CN2CCC(CNC(=O)Cn3ncc4c([nH]c5ccccc54)c3=O)CC2)c1 | -1%
COc1ccc(C(CC(=O)Nc2ccc(OC)c(OC)c2)N2Cc3ccccc3C2=O)cc1 (stereo not given) | 0%
COc1ccc(NC(=O)C2CCC(CNS(=O)(=O)c3ccc4c(c3)C(C)(C)C(=O)N4C)CC2)cc1 (stereo not given) | -1%
COc1ccc(-c2cnc(C)o2)cc1S(=O)(=O)Nc1ccc(OC(F)(F)F)cc1 | -4%
Cc1cccn2c(=O)cc(COc3cccc(NC(=O)c4ccccc4F)c3)nc12 | -2%
O=C(COc1ccccc1Cl)Nc1nc2c(s1)CCCC2 | -4%
Cc1c(C(=O)OC2CCC(C)CC2)[nH]c2c1C(=O)CC(c1ccccc1Cl)C2 (stereo not given) | 0%
COc1ccccc1C(c1c(O)cc(C)n(Cc2ccco2)c1=O)N1CCCCC1 (stereo not given) | 0%
Cc1cccc(C(=O)Nc2cc3c(cc2N2CCCCC2)n(C)c(=O)c(=O)n3C)c1 | 1%
CCN(c1ccccc1)S(=O)(=O)c1ccc(NC(=O)c2cc(=O)c3c(C)cc(C)cc3o2)cc1 | 1%
CCOc1ccc(NC(=O)CSc2nccn2C2CCCC2)cc1 | -5%
Cc1cccc(-n2ncc3c(N4CCN(CCO)CC4)ncnc32)c1 | -3%
COc1ccc(OC)c(CCNC(=O)c2sc3nc4n(c(=O)c3c2C)CCCC4)c1 | 4%
CSc1ncc(Cl)c(C(=O)Nc2ccc(S(=O)(=O)N3CCCC(C)C3)cc2)n1 (stereo not given) | -8%
O=C(Cn1cnc2nc3c(cc2c1=O)CCCC3)Nc1ccc(F)cc1Cl | 3%
COc1ccc(NC(=O)c2cc(C(C)=O)n3ccccc23)cc1 | -2%
CC(C)Cn1c(-c2ccc(S(=O)(=O)N3CCCC3)cc2)csc1=Nc1ccccc1 | 0%
Cc1noc(C)c1C(=O)N1CCC2(CC1)CN(Cc1cc(C(F)(F)F)cc(C(F)(F)F)c1)C2 | -3%
O=C(Cn1c(=O)n(-c2ccc(Cl)cc2)c(=O)c2sc3ccccc3c21)NC1CCCC1 | 4%
Cc1ccc(S(=O)(=O)CC(=O)N2CCN(c3nc4c(F)cccc4s3)CC2)cc1 | -2%
CCc1ccccc1N(C)S(=O)(=O)c1ccc2[nH]cc(C(=O)NCCOC)c(=O)c2c1 | -1%[15.4 µM]
CC1=C(C(=O)Nc2cc(Cl)ccc2C)C(c2sccc2C)n2ncnc2N1 (stereo not given) | 1%
CCOC(=O)c1cc(OC(=O)c2cc(OC)c(OC)c(OC)c2)n(-c2ccccc2)n1 | 0%

Structural class: the entries above containing a furan ring, fused or not (7)
SMILES | TbPYK inhibitor
CCc1ccc(CNC(=O)c2c(C)oc3ncnc(N4CCOCC4)c23)cc1 | 0%
Cc1ccc(CCNC(=O)c2c(C)oc3ncn(CC(C)C)c(=O)c23)cc1 | 0%
CCc1ccc(OCC(=O)N(Cc2ccco2)Cc2ccccc2Cl)cc1 | -9%
CCCCn1c(=NC(=O)c2cc3ccccc3o2)c(C(=O)OCC)cc2c(=O)n3ccccc3nc21 | -10%
COc1ccc(Nc2c(-c3ccc(C)o3)nc3cc(C)ccn23)cc1 | -19%
CCOC(=O)c1c(C)oc2nc(C)nc(N3CCN(c4ccc(OC)cc4)CC3)c12 | -5%
COc1ccccc1C(c1c(O)cc(C)n(Cc2ccco2)c1=O)N1CCCCC1 (stereo not given) | 0%
